STAT1 blocker: inhibitors of IFN-gamma induced STAT1 signaling; NIH 3T3 STAT1-luciferase reporter, luminescence; 200,000 tested, 0.35% active; AID 920; inhibition, % at 5.5 µM;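 active = inhibition above a set limit, the mean inhibition across all tested compounds plus 3 SD, cut at about 34% in these data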;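 also: 0% = IFN-gamma with DMSO and 100% = IFN-gamma with 300 µM nifuroxazide; values of inactives mirror those of a sister screen read the other way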
TR-FRET SRC-2 ct: counter-screen for PPARgamma SRC-2 recruitment agonists: TR-FRET artefact; 200,000 tested, 0.4% active; hits give high values; AID 1049; TR-FRET ratio at 8 µM; in the data active = TR-FRET ratio above about 2000; also: inactives centre near 1500; reference of the scale not given here
ROMK mod: modulators of human ROMK potassium channel. P48048. Tet-inducible ROMK, thallium flux fluorescence; actives lie on both sides. B-score at 10 µM. 130,000 tested, 2% active. AID 1918;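 active = signal ratio slope over the read window, or its plate-corrected B-score, at least 3 SD from the plate mean, either direction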;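 also: B-score of the F/F0 ratio slope over 7 to 12 s after thallium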
Target sequence (P48048 whole entry, looked up): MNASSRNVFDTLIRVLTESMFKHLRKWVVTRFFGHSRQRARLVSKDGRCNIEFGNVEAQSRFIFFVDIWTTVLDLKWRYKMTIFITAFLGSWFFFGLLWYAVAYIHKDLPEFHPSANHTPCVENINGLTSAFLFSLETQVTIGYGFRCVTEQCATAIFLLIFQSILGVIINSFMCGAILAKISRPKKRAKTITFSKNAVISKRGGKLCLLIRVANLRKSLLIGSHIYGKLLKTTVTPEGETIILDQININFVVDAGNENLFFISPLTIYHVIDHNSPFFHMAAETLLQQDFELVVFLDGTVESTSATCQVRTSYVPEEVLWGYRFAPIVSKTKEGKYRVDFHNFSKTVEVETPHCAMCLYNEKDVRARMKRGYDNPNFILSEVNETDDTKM
STAT3 act: activators of IL-6 induced STAT3 signaling. activation (% of control), % at 5.6 µM. 190,000 tested, 0.91% active. AID 871. U3A cells, IL-6 STAT3-luciferase reporter, luminescence; 100% = signal with IL-6 EC80 alone;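 active = activation above the screen-wide mean of compound activation plus 3 SD, cut at about 130% in these data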;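 also: 0% = background luminescence of wells with medium and substrate only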
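Material: human U3A cells carrying STAT3-luciferase construct. Measured by: reporter luminescence signal. Timing: compound 1 h, then IL-6 6 h at 37 °C.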
TLR4-MyD88 BLA: TLR4-MyD88 interaction inhibition in cells. HeLa CL3-4 TLR4/MyD88 BLA complementation, FRET ratio. inhibition, % at 8.4 µM. 200,000 tested, 0.18% active; in the data active = inhibition above about 25%;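 also: 0% = vehicle and 100% = reference inhibitor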
PPARg SRC-2 ag: PPARgamma-driven SRC-2 recruitment agonism. activation, % at 8 µM. 200,000 tested, 0.34% active. PPARgamma LBD-SRC-2 recruitment, biochemical; in the data active = activation above about 22%;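 also: 0% = vehicle and 100% = reference agonist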
PPARg SRC-1 ag: promotes SRC-1 coactivator recruitment by human PPARgamma; P37231; PPARgamma-SRC-1 coactivator recruitment biochemical assay; activation, % at 8 µM; 200,000 tested, 0.41% active; in the data active = activation above about 19%;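 also: 0% = DMSO and 100% = reference agonist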
PPARg SRC-3 ag: promotes SRC-3 coactivator recruitment by human PPARgamma. 200,000 tested, 0.26% active. activation, % at 8 µM. AID 731. P37231. biochemical PPARgamma/SRC-3 coactivator recruitment assay; in the data active = activation above about 23%;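 also: 0% = DMSO and 100% = reference agonist; some compounds past the cut are filed as inactive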
RAM network inh: yeast RAM network inhibition; S. cerevisiae dse1pr::URA3 reporter, 5-FOA growth OD615, 2 d; analog-sensitive cbk1-as2 kinase mutant strain; inhibition, % at 50 µM; 190,000 tested, 1.8% active; AID 868;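 active = inhibition above a set limit, 3 SD over mean compound inhibition, cut at about 8.4% in these data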;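 also: 0% = DMSO-only wells with no growth and 100% = 10 µM 1-NA-PP1 full growth; inhibition rescues growth on 5-FOA so higher OD means more RAM inhibition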
S1P3 antag: blocks the human S1P3 receptor. 170,000 tested, 0.27% active. inhibition, % at 4.98 µM. CHO S1P3 NFAT-BLA reporter, FRET fluorescence, antagonist mode. Q99500;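 active = inhibition above the plate cutoff, the mean inhibition of test wells on that plate plus 3 SD, cut at about 28% in these data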;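 also: cells challenged with S1P at its EC80 of 0.8 µM; blue over green emission ratio from cleaved BLA substrate after 4 h stimulation; 0% = S1P-stimulated wells and 100% = unstimulated DMSO-only wells; some compounds past the cut are filed as inactive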
Target sequence (Q99500 whole entry, looked up): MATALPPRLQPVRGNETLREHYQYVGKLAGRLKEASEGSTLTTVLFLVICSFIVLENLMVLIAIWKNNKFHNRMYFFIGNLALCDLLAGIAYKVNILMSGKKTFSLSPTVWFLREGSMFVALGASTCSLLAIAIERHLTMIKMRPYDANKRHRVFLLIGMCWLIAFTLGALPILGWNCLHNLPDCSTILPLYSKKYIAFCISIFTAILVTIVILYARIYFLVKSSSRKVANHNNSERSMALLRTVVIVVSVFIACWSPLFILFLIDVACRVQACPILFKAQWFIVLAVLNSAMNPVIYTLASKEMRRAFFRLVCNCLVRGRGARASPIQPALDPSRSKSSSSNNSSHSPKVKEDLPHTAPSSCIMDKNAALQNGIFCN
STAT3 inh: inhibitors of IL-6 induced STAT3 signaling; U3A cells, IL-6 STAT3-luciferase reporter, luminescence; host cell line lacks STAT1; inhibition, % at 5.5 µM; 190,000 tested, 0.89% active; AID 862;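 active = inhibition above the mean inhibition across all screened compounds plus 3 SD, cut at about 44% in these data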;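 also: 0% = DMSO only wells and 100% = 100 µM nifuroxazide control wells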
Starred values were filed as active, the others as inactive; / = no result given.

1) CCOC(=O)N1CCC(Nc2c(Nc3ccc(F)cc3)c(=O)c2=O)CC1
2) Cn1ncc(Cl)c1C(=O)N1CCN(c2ncccn2)CC1
3) CN1C(=O)CSc2ccc(NC(=O)NCc3ccc(F)cc3)cc21
4) O=C(OCc1c(Cl)cccc1Cl)c1ccccn1
5) COC(=O)c1cc(C)sc1NC(=O)C1CC=CCC1C(=O)O (configuration not stated)
6) COCCNC(=O)c1ccc(-n2c(SCc3cc(F)ccc3F)nc3ccccc3c2=O)cc1
compound no.	1	2	3	4	5	6
STAT1 blocker	-2	3	1	0	11	-5
TR-FRET SRC-2 ct	1527	1768	1527	1757	1728	1566
ROMK mod	-0.21	0.66	1.6	0.17	/	-0.52
STAT3 act	104	98	85	99	90	98
TLR4-MyD88 BLA	-4	15	1	-6	-3	-12
PPARg SRC-2 ag	2	8	2	10	12	2
PPARg SRC-1 ag	-8	1	2	4	12	2
PPARg SRC-3 ag	-3	0	-1	0	12	1
RAM network inh	1.8	-0.2	2.1	1.1	1.9	1.9
S1P3 antag	/	15	3	/	/	-4
STAT3 inh	-1	7	20	6	13	5

An excerpt from above, limited to S1P3 antag and RAM network inh:
item	structure	S1P3 antag	RAM network inh
4	O=C(OCc1c(Cl)cccc1Cl)c1ccccn1	/	1.1
5	COC(=O)c1cc(C)sc1NC(=O)C1CC=CCC1C(=O)O (configuration not stated)	/	1.9

The listing picks up, repeating the 3 entries before the break.
4) O=C(OCc1c(Cl)cccc1Cl)c1ccccn1
5) COC(=O)c1cc(C)sc1NC(=O)C1CC=CCC1C(=O)O (configuration not stated)
6) COCCNC(=O)c1ccc(-n2c(SCc3cc(F)ccc3F)nc3ccccc3c2=O)cc1
7) C=CCOc1ccccc1CNc1ccccc1C
8) CCSc1nnc(-c2ccc(S(=O)(=O)N3CCCC3)cc2)n1C
9) COc1ccc(NC(=S)NC2CCCCCC2)c(OC)c1
10) O=C(NCCOc1ccccc1F)c1ccccc1SCc1ccc(F)cc1
11) CCOc1cc2[nH]c(=O)n(CCCN3CCN(c4ccc(OC)cc4)CC3)c(=O)c2cc1OCC
12) CSc1ccccc1NC(=O)c1ccco1
compound no.	4	5	6	7	8	9	10	11	12
STAT1 blocker	0	11	-5	-4	7	4	-3	-1	-19
TR-FRET SRC-2 ct	1757	1728	1566	1616	1386	1721	1488	1523	1470
ROMK mod	0.17	/	-0.52	0.028	/	/	0.38	/	/
STAT3 act	99	90	98	99	97	88	110	99	102
TLR4-MyD88 BLA	-6	-3	-12	8	0	-7	0	-10	-7
PPARg SRC-2 ag	10	12	2	7	3	5	-4	-2	5
PPARg SRC-1 ag	4	12	2	-3	0	-3	4	12	-1
PPARg SRC-3 ag	0	12	1	-1	-11	0	-3	0	-2
RAM network inh	1.1	1.9	1.9	-0.3	0.3	0.7	5.2	-1.5	2.2
S1P3 antag	/	/	-4	3	-9	-2	-5	-7	8
STAT3 inh	6	13	5	-1	10	14	-9	7	4

13) Clc1cccc(N2CCN(c3nnnn3-c3ccccc3)CC2)c1
14) CCOC(=O)CCC(NC(=O)CCCC(=O)NC(CCC(=O)OCC)C(=O)OCC)C(=O)OCC (configuration not stated)
15) C=CCOc1ccc(CNc2ccc(NC(=O)CC(C)C)cc2)cc1OC
16) CC1=NN(C(N)=S)C(=O)C1N=Nc1ccccc1C (configuration not stated)
17) O=C(COC(=O)/C=C/c1ccc([N+](=O)[O-])cc1)NCc1ccccc1
18) O=C(c1ccc(F)cc1)N1CCCCC(Sc2nnnn2-c2ccccc2)C1=O (configuration not stated)
compound no.	13	14	15	16	17	18
STAT1 blocker	0	1	6	-7	-4	-3
TR-FRET SRC-2 ct	1598	1767	1426	1411	1314	1425
ROMK mod	-1.1	/	0.44	/	-0.36	0.17
STAT3 act	98	99	104	90	113	106
TLR4-MyD88 BLA	-9	4	1	-11	12	2
PPARg SRC-2 ag	9	1	1	4	3	-3
PPARg SRC-1 ag	10	1	6	5	-8	-1
PPARg SRC-3 ag	6	3	2	7	-1	-1
RAM network inh	3.8	0.6	1.1	4.3	4.4	1.6
S1P3 antag	-10	21	-4	/	-3	/
STAT3 inh	11	2	-4	15	-15	-1

19) NC(N)=NS(=O)(=O)c1ccc(NC(=S)NC(=O)/C=C/c2cccs2)cc1
20) O=C(Nc1nnc(-c2ccco2)o1)C1CC1
21) COCCCNc1ncnc2nc[nH]c12
22) Cc1ccc(Oc2ncccc2C(=O)NC2CCSC2=O)cc1 (configuration not stated)
23) Cn1c(=NC(=O)C2CCCCC2)sc2cc([N+](=O)[O-])ccc21
24) CCOC(=O)Cn1c(N)c(C(=O)OC)sc1=S
compound no.	19	20	21	22	23	24
STAT1 blocker	-2	-13	1	-3	-5	-3
TR-FRET SRC-2 ct	1611	1538	1372	1566	1458	1535
ROMK mod	/	-1.1	/	0.45	0.37	-0.22
STAT3 act	107	94	101	110	109	101
TLR4-MyD88 BLA	-4	4	-7	-1	-5	7
PPARg SRC-2 ag	2	6	-5	-2	-4	3
PPARg SRC-1 ag	-2	2	-2	7	1	8
PPARg SRC-3 ag	4	-3	0	-5	0	-4
RAM network inh	2.9	3.4	0.7	-0.1	2.9	0.2
S1P3 antag	-19	-6	-17	7	-21	/
STAT3 inh	-9	14	7	-11	1	2

25) Cc1ccc2nc(-c3ccc(Br)o3)oc(=O)c2c1
26) CCN(CC)S(=O)(=O)c1ccc(OC)c(NC(=S)Nc2cc(C)ccc2C)c1
27) O=C(CN(c1ccc(Cl)cc1)S(=O)(=O)c1ccc(Cl)c([N+](=O)[O-])c1)NCCc1ccc(F)cc1
28) CSc1ccc(S(=O)(=O)NCCSc2ccccn2)cc1
29) COc1ccc(C2CCCN2C(=S)Nc2cccc(C)c2C)cc1OC (configuration not stated)
30) Cn1c(SCc2nc3ccccc3s2)nnc1-c1ccc2c(c1)OCO2
compound no.	25	26	27	28	29	30
STAT1 blocker	8	2	6	1	1	-2
TR-FRET SRC-2 ct	1913	1446	1737	1632	1436	1433
ROMK mod	1.3	-0.2	0.82	-1.3	1.1	/
STAT3 act	99	103	103	102	100	107
TLR4-MyD88 BLA	-10	12	-9	-14	10	-14
PPARg SRC-2 ag	18	5	4	3	2	3
PPARg SRC-1 ag	15	-2	0	4	-2	1
PPARg SRC-3 ag	17	-2	2	-3	-1	-5
RAM network inh	0.3	2.0	3.9	1.2	6.0	1.2
S1P3 antag	/	-30	-4	/	15	-6
STAT3 inh	2	-3	1	5	6	-6

31) COC(=O)c1cc(NC(=O)c2ccccc2)c(=O)oc1C
32) NC1=NC(=O)C(Cc2ccccc2)S1 (configuration not stated)
33) Cn1c(=O)[nH]c(=O)c2c1nc(CN1CCOCC1)n2CCCO
34) CCOC(=O)Nc1ccc2c(c1)Sc1ccccc1N2C(=O)CCN1CCOCC1
35) Cc1nnc(SCCn2c(N3CCC(C)CC3)nc3c2c(=O)[nH]c(=O)n3C)s1
36) CCCOc1ccc(C2NC(=S)NC(c3ccccc3)=C2C(=O)Nc2ccc(C)cc2)cc1OC (configuration not stated)
compound no.	31	32	33	34	35	36
STAT1 blocker	-5	-1	0	18	2	18
TR-FRET SRC-2 ct	1396	1489	1631	1346	1517	1694
ROMK mod	0.085	0.66	1.2	/	/	/
STAT3 act	92	98	102	114	99	100
TLR4-MyD88 BLA	-6	-9	4	10	-8	-9
PPARg SRC-2 ag	3	-6	-3	-7	-2	-4
PPARg SRC-1 ag	3	-3	-1	1	-1	10
PPARg SRC-3 ag	4	4	-6	-14	-4	1
RAM network inh	1.2	-0.6	0.7	0.1	0.5	1.0
S1P3 antag	-7	-1	8	2	-26	-6
STAT3 inh	10	4	7	-10	6	6

37) COc1ccc(OCC(=O)Nc2ccc(S(=O)(=O)N3CCCCCC3)cc2)cc1
38) CC1=C(C(=O)OCC(C)C)C2(O)C(=O)c3ccccc3C2(O)N1 (configuration not stated)
39) Cc1cc(NC(=O)c2ccc([N+](=O)[O-])cc2Cl)ccc1NC(=O)c1ccco1
40) CC(C(=O)Nc1cc(C(F)(F)F)ccc1N1CCOCC1)N1C(=O)C2CC=CCC2C1=O (configuration not stated)
41) Nc1cc(-c2cccc(F)c2)nn1S(=O)(=O)c1cccc2nsnc12
42) O=C(O)CC1=C(c2ccc(F)cc2)CCC1=O
43) c1ccc(CCC2CCCCN2Cc2nc(C3CC3)no2)cc1 (configuration not stated)
compound no.	37	38	39	40	41	42	43
STAT1 blocker	0	5	-1	-3	4	6	-4
TR-FRET SRC-2 ct	1469	1597	1667	1500	1570	1627	1382
ROMK mod	/	0.45	1	/	/	0.91	-1.4
STAT3 act	100	104	97	99	105	96	104
TLR4-MyD88 BLA	-1	-1	0	-13	6	-11	0
PPARg SRC-2 ag	-8	12	4	12	-8	6	-13
PPARg SRC-1 ag	-2	5	-4	5	3	2	0
PPARg SRC-3 ag	-12	0	-1	-6	-3	1	-3
RAM network inh	1.2	-0.8	1.0	0.6	0.2	-0.3	0.6
S1P3 antag	8	-11	-3	-6	-2	7	1
STAT3 inh	2	-5	2	5	-6	13	-4

5 records drawn at random from the list so far:
43) c1ccc(CCC2CCCCN2Cc2nc(C3CC3)no2)cc1 (configuration not stated)
39) Cc1cc(NC(=O)c2ccc([N+](=O)[O-])cc2Cl)ccc1NC(=O)c1ccco1
37) COc1ccc(OCC(=O)Nc2ccc(S(=O)(=O)N3CCCCCC3)cc2)cc1
42) O=C(O)CC1=C(c2ccc(F)cc2)CCC1=O
40) CC(C(=O)Nc1cc(C(F)(F)F)ccc1N1CCOCC1)N1C(=O)C2CC=CCC2C1=O (configuration not stated)
compound no.	43	39	37	42	40
STAT1 blocker	-4	-1	0	6	-3
TR-FRET SRC-2 ct	1382	1667	1469	1627	1500
ROMK mod	-1.4	1	/	0.91	/
STAT3 act	104	97	100	96	99
TLR4-MyD88 BLA	0	0	-1	-11	-13
PPARg SRC-2 ag	-13	4	-8	6	12
PPARg SRC-1 ag	0	-4	-2	2	5
PPARg SRC-3 ag	-3	-1	-12	1	-6
RAM network inh	0.6	1.0	1.2	-0.3	0.6
S1P3 antag	1	-3	8	7	-6
STAT3 inh	-4	2	2	13	5
